hERG rescue: hERG rescue from dofetilide block, primary screen, cell-based, CHO-hERG, FluxOR thallium flux, dofetilide IC70; Voltage-gated inwardly rectifying potassium channel KCNH2 (Homo sapiens), Q12809; dofetilide IC70 present; activation (rescue from dofetilide block), less the hit threshold, % at 10 µM; 0.51% of 310,000 active;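 active = activation above the mean of controls blocked by dofetilide plus 5 SD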;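 also: thallium influx through hERG after potassium depolarization seen as dye fluorescence rise; in these data hits start at about 4.7%; inactives centre near -7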
GSK3 alpha inh: blockers of GSK3A enzyme activity – biochemical, luminescence, cell-free homogeneous, HTS, primary screen; inhibition, % at 10 µM; 0.1% of 320,000 active; Glycogen synthase kinase-3 alpha (Homo sapiens), P49840; GSK-3 alpha kinase, ADP-Glo luminescence, 60 min;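 in the data active = inhibition above about 50%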;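 also: GST-tagged GSK-3 alpha with peptide substrate and 25 µM ATP; 0% = DMSO neutral wells and 100% = GW8510 positive control wells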
Target sequence (P49840 whole entry, looked up): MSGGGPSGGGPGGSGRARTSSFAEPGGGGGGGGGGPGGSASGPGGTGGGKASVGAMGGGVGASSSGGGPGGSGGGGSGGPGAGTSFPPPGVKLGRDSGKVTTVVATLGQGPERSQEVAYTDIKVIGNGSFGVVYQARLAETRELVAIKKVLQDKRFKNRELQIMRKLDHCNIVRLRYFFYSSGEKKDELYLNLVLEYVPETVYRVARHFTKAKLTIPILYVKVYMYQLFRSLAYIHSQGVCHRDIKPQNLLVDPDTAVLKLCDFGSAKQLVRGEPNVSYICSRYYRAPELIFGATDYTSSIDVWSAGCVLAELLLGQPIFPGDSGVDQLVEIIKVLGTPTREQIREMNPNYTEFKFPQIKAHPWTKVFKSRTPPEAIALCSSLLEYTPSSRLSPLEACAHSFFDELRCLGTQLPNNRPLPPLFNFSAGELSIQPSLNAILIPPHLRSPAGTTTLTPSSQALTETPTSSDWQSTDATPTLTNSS
DYRK1A inh: rat Dyrk1A kinase inhibitors, primary screen, biochemical, single point, plate reader | ADP-Glo luminescence, NFATc1 peptide | inhibition, % at 12.5 µM | 0.43% of 310,000 active; in the data active = inhibition above about 50%;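 also: plate controls were vehicle with enzyme for no effect and no enzyme for full effect; many of its hits are not listed in these tables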
RGS4 block: RGS4 inhibitors, primary screen, cell-based, HEK293 M3R inducible RGS4, calcium flux; B-score at 10 µM; Fluo-4 calcium flux; hits give high values; triggered by carbachol at its EC20; 0.45% of 310,000 active;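 active = B-score, a plate-corrected calcium signal, over three deviations above library mean, with baseline fluorescence within five deviations of library mean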;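 also: RGS4 expression induced by doxycycline in cells with stable M3 receptor; B-score is computed from the integrated fluorescence ratio over baseline after carbachol; higher B-score means a larger calcium signal and so more RGS4 inhibition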
Target sequence (P49798 whole entry, looked up): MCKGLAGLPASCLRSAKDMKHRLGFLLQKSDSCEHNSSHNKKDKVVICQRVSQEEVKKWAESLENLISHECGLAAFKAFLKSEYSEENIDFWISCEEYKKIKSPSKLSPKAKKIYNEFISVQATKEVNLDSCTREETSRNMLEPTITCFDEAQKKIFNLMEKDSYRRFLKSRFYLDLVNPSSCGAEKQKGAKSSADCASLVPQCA
KCNK9 inh: KCNK9 potassium channel inhibitors, primary screen, HEK293 cells, thallium flux; Potassium channel subfamily K member 9 (Homo sapiens), Q9NPC2; FluxOR thallium flux fluorescence; hits give low values; B-score at 10 µM; 1.2% of 310,000 active; AID 488922, 2010;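 active = ratio B-score over 3 SD below the library mean, with starting fluorescence within 5 SD of its mean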;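 also: negative B-score means less thallium flux so channel inhibition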
PolyA inh: polyadenylation inhibitors in yeast reporter cells, primary screen, luminescence, S. cerevisiae; calls only at 12 µM; AID 1875, 2009; 0.02% of 300,000 active; S. cerevisiae SKY197-pL101 polyadenylation reporter, beta-gal luminescence; efflux-impaired pdr1/pdr3 knockout yeast; score 100 = 6 SD above DMSO;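 active = lowest replicate activity score at least 50, where 100 means six control SD above control mean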;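 also: yeast exposed to compound for 9 h at 30 °C; higher score means more reporter readthrough which indicates perturbed polyadenylation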
KCNQ1 block: inhibitors of human KCNQ1 channel, primary screen, cell-based, thallium flux, high-throughput. B-score at 10 µM. AID 2642, 2010. 1.3% of 310,000 active. Potassium voltage-gated channel subfamily KQT member 1 (Homo sapiens), P51787. CHO-K1 KCNQ1, FluxOR thallium flux fluorescence; hits give high values;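 active = compounds whose thallium flux B-score, printed positive for inhibition, exceeds three library SD while starting fluorescence stays within three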;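 also: channel opened by potassium depolarization with thallium stimulus after 20 min compound exposure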
KCNK3 inh: human KCNK3 channel inhibitors, primary screen, CHO cells, FluxOR thallium flux, B-score | B-score at 10 µM | 0.84% of 340,000 active | AID 602410, 2012 | Potassium channel subfamily K member 3 (Homo sapiens), O14649 | FluxOR fluorescence; hits give low values;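 active = B-score under library mean minus 4 SD, starting fluorescence ratio at most library mean plus 5 SD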;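 also: more negative B-score means stronger inhibition of thallium flux through KCNK3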
RGS4 act: RGS4 potentiators or activators, primary screen, cell-based, HEK293 M3R inducible RGS4, calcium flux. carbachol calcium flux Fluo4; hits give low values. 0.92% of 310,000 active. B-score at 10 µM;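 active = B-score of the integrated calcium signal more than 4 SD below the library mean, with starting fluorescence not abnormally high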;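 also: negative B-score means reduced calcium response which marks RGS4 activation or potentiation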
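Material: Inducible-RGS4 HEK293 cells carrying M3 receptor; also added: carbachol at ECmax as muscarinic agonist stimulus; incubation: compound preincubation 20 min at room temperature before agonist; signal: Fluo4-AM (2 µM) calcium-flux fluorescence, kinetic read; measure: integrated calcium ratio converted to B score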
GSK3beta inhib: human GSK3beta kinase inhibitors, primary screen, biochemical, cell-free homogeneous, HTS | Glycogen synthase kinase-3 beta (Homo sapiens), P49841 | GST-GSK3beta kinase, ADP-Glo luminescence, 60 min; hits give low values | activity score (negative = inhibition), % at 10 µM | 0.038% of 300,000 active;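 active = more than half of replicate wells score below -50%, meaning over 50% inhibition versus plate controls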;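 also: 0% = median DMSO wells and -100% = median GW8510 positive control wells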
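Assay system: GST-tagged human GSK3beta kinase, cell-free; Input: 1.6 ng GSK3beta; Medium: Tris/MgCl2 kinase buffer; Timing: 60 min enzyme reaction, room temperature; Signal: ADP-Glo luminescence quantifying ADP generated by kinase; Evaluation: score relative to plate controls; Benchmarks: DMSO neutral wells and GW8510 at 20 µM as positive.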
KCNQ1 pot: potentiators or activators of KCNQ1 channel, primary screen, cell-based, thallium flux, high-throughput; Potassium voltage-gated channel subfamily KQT member 1 (Homo sapiens), P51787; AID 2648, 2010; B-score at 10 µM; CHO-K1 KCNQ1, thallium flux FluxOR fluorescence; hits give high values; 0.35% of 310,000 active;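 active = fluorescence ratio B-score, a plate-corrected score, at least three library SD, with initial intensity B-score within 5 SD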
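Schedule – 37 °C overnight plating, 90-min dark dye load, 20-min compound pretreatment · System – stable KCNQ1 CHO-K1 line · Probe or stimulus – thallium- and potassium-containing depolarizing buffer · Measured by – kinetic FluxOR fluorescence, 10 s baseline plus 110 s post-stimulus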
* hit, by the source's call; i = inactive; nt = not tested or not shown. Only part of the results is shown. The share of hits here may be higher or lower than overall.

SMILES,KCNK3 inh,RGS4 block,KCNK9 inh,KCNQ1 pot,DYRK1A inh,KCNQ1 block,PolyA inh,hERG rescue,GSK3 alpha inh,RGS4 act,GSK3beta inhib
O=C(O)c1ccccc1Sc1ncnc2sccc12,i,i,i,i,-3,i,i,-6,nt,i,1
COC(=O)C1=C(C(=O)c2ccccc2)C(c2cccs2)n2nnnc2N1 (stereo not drawn),i,i,i,i,-4,i,i,-4,5,i,2
COCCNC(=O)CSc1nc2cc(OC)c(OC)cc2c(=O)n1CCc1ccc(S(N)(=O)=O)cc1,i,i,i,i,-6,i,i,-22,2,i,3
COC(=O)Cc1c(C)c2ccc(O)c(CNCc3ccc(OC)c(OC)c3)c2oc1=O,i,i,i,i,-2,i,i,-3,-1,i,1
CSc1cc(CS(=O)(=O)c2ccccc2)nc(-c2ccccc2)n1,i,i,i,i,nt,i,i,-14,1,i,-2
Cc1cc(-c2ccccc2)nc(N(C)C)c1S(C)(=O)=O,i,i,i,i,3,i,i,-10,1,i,-3
Cc1cccc(C)c1NCc1nnc(SCC(=O)Nc2nc(-c3ccccc3)cs2)n1-c1ccccc1,i,i,i,i,-9,i,i,-3,9,i,0
CCN(CC)CCCN=C(N)N,nt,i,i,i,nt,i,i,-16,0,i,4
COc1ccc(C(=O)N/C(=C\c2cn(C)c3ccccc23)C(=O)NCCCn2ccnc2)cc1OC,i,i,i,i,2,i,i,-8,2,i,-2
O=C(Nc1ccc2c(c1)OCCO2)c1ccc(Cl)c(S(=O)(=O)N2CCOCC2)c1,i,i,i,i,6,i,i,-25,-1,i,-1
CN(C)c1ccc(NC(=O)CSc2nc3ccccc3c(=O)n2CC2CCCO2)cc1 (stereo not drawn),i,i,i,i,-5,i,i,-8,4,i,-2
O=C(COC(=O)c1cnccn1)c1ccc(Br)cc1,i,i,i,i,2,i,i,-7,-1,i,3
Cc1ccc(S(=O)(=O)NC2=NCN(CC(=O)O)CN2)cc1,i,i,i,i,-6,i,i,-1,-1,i,1
O=S(=O)(c1cccc(-c2csc(-c3cccnc3)n2)c1)N1CCCCC1,i,i,i,i,8,i,i,-12,-2,i,0
Cc1nnc(NCCO)c2ccccc12,i,i,i,i,6,i,i,-6,-1,i,0
CS(=O)(=O)N(Cc1ccc(C(=O)Nc2ccccc2Sc2ccccc2)cc1)c1ccccc1,i,i,i,i,-3,i,i,-3,-2,i,-1
COc1ccc(-c2nn(C)c(=O)c3ccccc23)cc1CNC(=O)C1CCCCC1,i,i,i,i,-7,i,i,-12,-2,i,3
CCn1nnc(-c2ccccc2NC(=O)c2cc(OC)c(OC)c(OC)c2)n1,i,i,i,i,nt,i,i,-5,-1,i,2
CCOc1ccc2cc(S(=O)(=O)N3CCOCC3)ccc2c1,i,i,i,i,-11,i,i,-5,-6,i,1
COc1ccc(OC)c(C2C(C(C)=O)=C(O)C(=O)N2c2ccc(F)cc2)c1 (stereo not drawn),i,i,i,i,4,i,i,0,-6,i,2
Brc1ccc(CSc2nnc3ccccn23)cc1,i,i,i,i,-10,i,i,-6,-1,i,-1
O=C(CCS(=O)(=O)c1ccccc1)OCC(=O)N1CCN(S(=O)(=O)c2ccc(Cl)cc2)CC1,i,i,i,i,7,i,i,-18,4,i,5
Cc1ccc(C(=O)N/C(=C/c2ccc(N(C)C)cc2)C(=O)NCC2CCCO2)cc1 (stereo not drawn),i,i,i,i,2,i,i,-3,-1,i,0
CCOC(=O)C1C2C=CC3(CN(Cc4ccco4)C(=O)C13)O2 (stereo not drawn),i,i,i,i,-6,i,i,-4,-27,i,4

Next section; the last four above are carried over.
SMILES,KCNK3 inh,RGS4 block,KCNK9 inh,KCNQ1 pot,DYRK1A inh,KCNQ1 block,PolyA inh,hERG rescue,GSK3 alpha inh,RGS4 act,GSK3beta inhib
Brc1ccc(CSc2nnc3ccccn23)cc1,i,i,i,i,-10,i,i,-6,-1,i,-1
O=C(CCS(=O)(=O)c1ccccc1)OCC(=O)N1CCN(S(=O)(=O)c2ccc(Cl)cc2)CC1,i,i,i,i,7,i,i,-18,4,i,5
Cc1ccc(C(=O)N/C(=C/c2ccc(N(C)C)cc2)C(=O)NCC2CCCO2)cc1 (stereo not drawn),i,i,i,i,2,i,i,-3,-1,i,0
CCOC(=O)C1C2C=CC3(CN(Cc4ccco4)C(=O)C13)O2 (stereo not drawn),i,i,i,i,-6,i,i,-4,-27,i,4
CC(=O)c1c(C)[nH]c(C(=O)Nc2c(C)n(C)n(-c3ccccc3)c2=O)c1C,i,i,i,i,-1,i,i,-11,-2,i,0
COc1ccc(OCC(=O)Nc2ccc(NC(=O)c3cccs3)cc2)cc1,i,i,i,i,-1,i,i,-7,-1,i,-8
CC(=O)Nc1ccc(S(=O)(=O)Nc2nccs2)cc1,i,i,i,i,6,i,i,-5,6,i,5
O=C1Nc2ccccc2/C1=C\c1cccn1-c1ccc(OC(F)(F)F)cc1,i,i,i,i,6,i,i,-5,0,i,-1
O=c1nccc(SCc2ccc(Cl)cc2Cl)[nH]1,i,i,i,i,-6,i,i,-6,-1,i,0
C[C@@H]1C(=O)O[C@@H]2CC34[C@H]5C[C@@H](C(C)(C)C)C36[C@H](OC(=O)[C@@H]6O)OC4(C(=O)O5)[C@@]12O (stereo partly drawn),i,i,i,i,nt,i,i,-4,-2,i,2
Cc1nccn1S(=O)(=O)c1cc([N+](=O)[O-])ccc1Cl,i,i,i,i,0,i,i,-5,-1,i,-5
Cc1ccc(C(=O)NCCCN2CCOCC2)o1,i,i,i,i,-1,i,i,-8,-1,i,1
COc1cc2c(cc1OC)-c1nncn1C(C)(C)C2,i,i,i,i,33,i,i,-12,19,i,-11
COc1ccc(/C(N)=N/OC(=O)CCCc2ccccc2)cc1OC,i,i,i,i,-6,i,i,-1,3,i,2
Cc1ccc(N(C(=O)Cn2nnc(-c3ccc(F)cc3)n2)C(C(=O)NC(C)(C)C)c2ccncc2)cc1 (stereo not drawn),i,i,i,i,3,i,i,-10,1,i,1
Cc1noc(C)c1CSCC(=O)Nc1nnc(CC(C)C)s1,i,i,i,i,-3,i,i,-10,1,i,-2
COc1ccc(NC(=O)[C@@H](NC(=O)c2ccccc2F)C(C)C)cc1S(=O)(=O)N1CCOCC1,i,i,i,i,-9,i,i,-6,-3,i,-1
Cc1cccc(OCC(=O)NCC(=O)n2nc(C)cc2C)c1,i,i,i,i,8,i,i,-4,-1,i,3
CCC(=O)c1ccc(O)c(OC)c1,i,i,i,i,6,i,i,-8,-3,i,-1
Cc1ccc(C(=O)NC2CC3CCCC(C2)N3Cc2ccccc2)cc1 (stereo not drawn),i,i,i,i,-2,i,i,-2,-3,i,-1
COc1ccc(S(=O)(=O)N2CCN(Cc3cc(OC)c(OC)cc3OC)CC2)cc1,i,i,i,i,0,i,i,-4,0,i,2
CCCc1cc(=O)[nH]c(Nc2ccc(Cl)cc2)n1,i,i,i,i,6,i,i,-14,3,i,-8
COc1ccccc1N1CCN(C(=O)/C=C/c2ccco2)CC1,i,i,i,i,0,i,i,-16,0,i,3
CC12CN(NC(=O)c3ccc(Cl)cc3)C3(C#N)CC1CCC23C (stereo not drawn),i,i,i,i,nt,i,i,-3,0,i,-4
CCc1cc(C(=O)NC2CCCN(Cc3ccccc3F)C2)n(C)n1 (stereo not drawn),i,i,i,i,nt,i,i,-13,nt,i,4
Cc1ccc([N+](=O)[O-])c(OCCCNCC(C)O)c1 (stereo not drawn),i,i,i,i,nt,i,i,-12,-1,i,4
Cc1ccc(S(=O)(=O)N2CCOCC2)cc1C(=O)NNC(=O)c1ccoc1C,i,i,i,i,-9,i,i,-15,-7,i,1
CCCCn1c(N)c(N(Cc2ccccc2OC)C(=O)c2cc(=O)[nH]c3ccccc23)c(=O)[nH]c1=O,i,i,i,i,0,i,i,-7,3,i,3
CN(C(=O)c1cccs1)c1ccc(OCC(=O)N2CCC(C(N)=O)CC2)cc1,i,i,i,i,0,i,i,2,2,i,-4
COc1cccc(OCCOCCOc2ccc(C)cc2[N+](=O)[O-])c1,i,i,i,i,-7,i,i,-10,-2,i,-2
COC(=O)C(O)(CC(=O)Nc1ccccc1OC)C(F)(F)F (stereo not drawn),i,i,i,i,3,i,i,-1,-3,i,1

Source: PubChem BioAssay (several laboratories)
